# High-throughput results deposited in PubChem by Sanford-Burnham Center for Chemical Genomics.
# HKDC1 inh – inhibitors of human hexokinase HKDC1; Q2TB90; recombinant HKDC1, G6PDH/diaphorase resazurin coupled fluorescence; inhibition, % at 20 µM; hit rate 0.16% among 340,000; AID 493160;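 active = inhibition above about 35% when tested at 20 µM, limit read from the data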;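 note: plate controls were DMSO wells with enzyme for no effect and DMSO wells lacking enzyme for full effect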
#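 test system = in-house recombinant HK5 (HKDC1) enzyme | amount = HKDC1 at 5 µg/mL | control set = DMSO-enzyme wells negative, buffer-substituted wells positive | compound = one dose of 20 µM, 1% DMSO | schedule = reaction time 90 min, room temperature, protected from light | technique = resorufin fluorescence at 613 nm | reagent = glucose with 1 mM ATP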
# SENP8 block – blocks human SENP8 cleavage of Nedd8 substrate. inhibition, % at 20 µM. hit rate 0.64% among 360,000. recombinant SENP8, Nedd8 substrate fluorescence; in the data active = inhibition mostly above about 40%, no sharp cut-off; inactive = mostly below about 27%
# Target sequence (Q96LD8 whole entry, looked up): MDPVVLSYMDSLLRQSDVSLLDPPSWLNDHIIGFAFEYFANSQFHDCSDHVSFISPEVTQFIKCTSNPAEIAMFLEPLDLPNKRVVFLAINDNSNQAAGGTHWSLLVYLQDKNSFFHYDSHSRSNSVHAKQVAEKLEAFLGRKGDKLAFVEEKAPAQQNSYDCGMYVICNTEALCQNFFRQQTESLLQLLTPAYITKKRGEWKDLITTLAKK
# PfGluPho inh – PfG6PD (Plasmodium falciparum) enzyme inhibition | hit rate 0.78% among 350,000 | inhibition, % at 20 µM | PfGluPho enzyme, NADPH resazurin-diaphorase fluorescence;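 active = inhibition reaching at least a set limit at 20 µM in the primary screen, cut at about 59% in these data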;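 note: 0% = DMSO wells with substrate and 100% = DMSO wells lacking glucose-6-phosphate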
# MPTP inh – permeability transition pore inhibition | hit rate 1.4% among 360,000 | isolated mouse mitochondria, Ca2+ swelling absorbance, 30 min | inhibition, % at 10 µM;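 active = inhibition of 50% or more, scaled per plate between neutral and stimulator controls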;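 note: 0% = DMSO wells given calcium and 100% = 1 mM EGTA wells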
# NR3A LBD binder – modulates the human NR3A ligand-binding domain | hit rate 2.5% among 340,000 | NR3A LBD differential scanning fluorimetry, Tm shift; 0% = protein alone, 100% = glycine-bound protein | Tm shift relative to glycine control, % at 25 µM;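 active = melting temperature shift of at least 10% of the positive control shift, at one fixed dose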
# SENP6 block – blocks the human protease SENP6; Q9GZR1; Recombinant SENP6 catalytic domain, aminoluciferin luminescence; inhibition, % at 10 µM; hit rate 1.8% among 330,000; AID 2599;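 active = inhibition above about 50% at the single tested dose, limit read from the data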;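 note: plate controls were DMSO wells with enzyme for no effect and DMSO wells lacking enzyme for full effect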
# Target sequence (Q9GZR1 628-1112 limits assumed): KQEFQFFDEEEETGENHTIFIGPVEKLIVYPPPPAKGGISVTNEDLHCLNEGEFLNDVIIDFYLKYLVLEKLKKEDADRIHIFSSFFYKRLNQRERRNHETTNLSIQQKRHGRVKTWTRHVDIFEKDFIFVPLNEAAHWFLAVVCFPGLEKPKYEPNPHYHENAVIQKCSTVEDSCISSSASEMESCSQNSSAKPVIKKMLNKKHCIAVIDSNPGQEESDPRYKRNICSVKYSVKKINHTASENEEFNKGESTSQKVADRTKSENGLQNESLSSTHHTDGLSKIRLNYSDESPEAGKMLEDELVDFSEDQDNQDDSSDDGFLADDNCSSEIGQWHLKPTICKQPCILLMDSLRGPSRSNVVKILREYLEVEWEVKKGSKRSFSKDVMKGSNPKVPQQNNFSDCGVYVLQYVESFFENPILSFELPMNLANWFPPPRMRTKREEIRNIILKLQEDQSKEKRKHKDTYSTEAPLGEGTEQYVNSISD
# ATG4B inh – blocks human ATG4B protease cleavage of LC3 substrate | hit rate 0.51% among 340,000 | inhibition, % at 8.33 µM | Q9Y4P1 | AID 504462 | ATG4B cleavage of LC3-PLA2, NBD-HPC fluorescence, 1 h; in the data active = inhibition above about 40%
# SENP7 block – SENP7 protease inhibition; recombinant SENP7, Z-RLRGG-aminoluciferin luminescence, 40 min; inhibition, % at 5 µM; hit rate 1.5% among 330,000;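 active = inhibition above about 50% at the single test dose, limit read from the data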;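 note: plate controls were DMSO with enzyme for no effect and no enzyme buffer wells for full effect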
# Target sequence (Q9BQF6 706-1050 limits assumed): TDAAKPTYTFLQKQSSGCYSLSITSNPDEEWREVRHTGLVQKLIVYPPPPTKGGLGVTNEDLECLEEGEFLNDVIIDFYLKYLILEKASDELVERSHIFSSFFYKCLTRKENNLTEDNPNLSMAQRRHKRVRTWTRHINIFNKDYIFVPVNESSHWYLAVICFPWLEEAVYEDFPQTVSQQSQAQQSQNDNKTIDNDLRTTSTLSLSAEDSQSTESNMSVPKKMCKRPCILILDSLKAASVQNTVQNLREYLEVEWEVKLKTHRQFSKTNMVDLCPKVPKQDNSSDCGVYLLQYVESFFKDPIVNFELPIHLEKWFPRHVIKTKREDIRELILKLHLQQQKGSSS
# Starred values were filed as active, the others as inactive; · = not tested or not shown.
HKDC1 inh,SENP8 block,PfGluPho inh,MPTP inh,NR3A LBD binder,SENP6 block,ATG4B inh,SENP7 block,compound
-14,28,-21,0.2,-1,-6,-1,-8,O=C(C1CC1)N1CCCN(C(=O)C2CC2)CC1
-13,7,6,0.7,1,24,-6,4,CC(C)N(C(=O)Cn1cc(SCC(=O)NCc2ccco2)c2ccccc21)C(C)C
10,13,-14,1.4,-1,-17,9,1,O=C(CCc1ccccc1)Nc1ccccc1
-5,3,-8,-1.9,0,5,2,-7,Cc1ccc(C2(c3noc(CN(C)CCO)n3)CCCC2)cc1
-2,18,-15,-1.3,-3,-8,5,-3,O=[N+]([O-])c1cc(S(=O)(=O)N2CCCC2)ccc1N/N=C/c1ccccn1
20,0,-15,0.4,-1,0,-1,4,COc1ccc(C(=O)N/C(=C\c2ccc([N+](=O)[O-])cc2)C(=O)NC(CCSC)C(=O)O)cc1 (centres undefined)
-9,23,-8,0.9,-1,-4,-5,-2,Cc1nc([N+](=O)[O-])cn1CC(=O)Nc1ccc2c(c1)OCO2
13,15,-8,1.8,17*,52*,16,37,CCCc1nn(C)c(C(=O)Nc2ccc3ccccc3c2)c1Cl
-1,20,2,-0.1,2,6,-4,0,Cc1ccccc1C(=O)NC(=S)Nc1ncccn1
2,15,5,-0.7,-1,5,-1,2,O=C(NC1CCCC1)c1ccc(CS(=O)(=O)c2ccc(Br)cc2)o1
-1,6,-7,3.1,-7,-13,-5,-6,CC(=O)c1c(C)[nH]c(C(=O)OC(C)C(=O)Nc2cc(S(=O)(=O)N3CCCCC3)ccc2Cl)c1C (centres undefined)
7,-26,-5,-8.2,0,·,9,·,Cc1ccc(-n2c(SCC(=O)NCc3ccco3)nc3nc4c(cc3c2=O)COC(C)(C)C4)cc1
-2,20,-20,0.4,1,-25,8,11,COc1ccc(OC(C)C(=O)N2CCOCC2)cc1 (centres undefined)
-1,8,16,0.2,-8,2,-20,0,C[C@H](CO)N1C[C@H](C)[C@@H](CN(C)Cc2ccc(Cl)c(Cl)c2)Oc2c(NC(=O)C3CC3)cccc2C1=O
-5,22,10,0.5,-1,-8,-10,-5,CC(C)[C@H](NC(=O)c1ccco1)C(=O)OCC(=O)Nc1cccc(F)c1
-3,6,-6,-1.4,-1,-3,-1,-4,O=C(c1ccc(S(=O)(=O)N2CCCC2)cc1)N1CCCc2ccccc21
-7,-68,-5,0.0,-2,-16,5,0,Clc1ccccc1C1=CC(c2ccco2)n2nnnc2N1 (centres undefined)
-8,2,0,-1.7,-1,1,-6,1,Cc1ccc(NC2=C(Cl)C(=O)OC2OC(C)C)cc1 (centres undefined)
4,13,-4,-0.2,-1,14,6,-6,COc1cccc(C(=O)N2CCN(Cc3nc(CC4CC4)no3)CC2)c1
2,-19,4,-1.1,-2,6,-6,2,Nc1c(N(Cc2ccco2)C(=O)COc2ccccc2Cl)c(=O)[nH]c(=O)n1Cc1ccccc1
-2,13,12,-0.4,-3,18,9,-6,O=C(NC1CCCN(Cc2ccc(Cl)cc2)C1)c1c(F)cccc1F (centres undefined)
-3,3,6,1.8,0,-16,-8,-6,COc1ccc(CC(=O)NCC2(c3ccc(OC)c(OC)c3)CCCC2)cc1
5,12,12,2.2,13*,4,-12,-4,Cc1cc(NC(=O)c2ccc(Cl)cc2)cc(C)c1OCC(=O)N1CCOCC1
-4,-21,2,-0.2,3,10,-16,-15,CCOc1ccc(NC(=O)CC2C(=O)N(CC)C(=S)N2CCN2CCOCC2)cc1 (centres undefined)
-1,-122,3,0.4,-5,0,-6,-8,CC(=O)Nc1ccc(NC(=O)C(C)OC(=O)c2c(NC(C)=O)sc(C)c2C)cc1 (centres undefined)
-3,13,3,0.3,-5,-7,-8,-4,COc1ccc(N(CC(=O)N2CCN(c3ccccc3F)CC2)S(=O)(=O)c2c(C)noc2C)cc1
-5,3,10,2.0,0,14,-6,5,O=C1[C@@H]2[C@@H]3C[C@@H]([C@H]4ON=C(c5ccc(OCc6ccccc6)cc5)[C@@H]34)[C@@H]2C(=O)N1c1ccc2c(c1)OCO2
-10,13,-8,0.7,-4,-28,-11,3,Cc1ccc(C(=O)Nc2nc(N)n(-c3ccccc3)n2)cc1
5,3,-24,-0.9,1,-33,1,-5,COc1ccc(S(=O)(=O)NCCSc2ccccc2)cc1OC
2,2,13,-0.5,3,-20,1,-4,CCCCCn1nc(C(=O)N2CCc3ccccc32)c2ccccc2c1=O
-1,8,-17,0.2,0,-16,-7,-1,COc1ccc(CC(=O)Nc2nnc(C)s2)cc1
-2,-74,3,-0.5,-3,-28,-13,-15,CCOc1ccccc1/C=C/c1onc(C)c1S(=O)(=O)N1CCC(C(=O)NC(C)(C)C)CC1
-5,1,-4,0.0,-4,3,7,4,CC1CC(C)CN(S(=O)(=O)c2ccc(C(=O)N3CC(C)OC(C)C3)cc2)C1 (centres undefined)
1,-18,3,-1.2,1,·,-9,·,Cc1nc2cc(N3CCCCC3)c(NC(=O)c3ccncc3)cc2c(=O)n1Cc1ccccc1
7,14,-4,-2.0,0,-7,6,-4,CCC(C)NC(=O)c1cn(CC)c2ccc(S(=O)(=O)N(C)C)cc2c1=O (centres undefined)
-2,·,25,·,1,-6,-4,11,COc1cc2c(C(=O)N3CCN(C4CCCCC4)CC3)cn(CC(C)C)c(=O)c2cc1OC
-2,15,2,0.2,-1,2,2,-4,CN1CCCN(C(=O)CSc2ccccc2)CC1
-4,7,-11,0.1,1,-9,2,-3,C=CCN(CC=C)C(=O)c1cc2ccccc2c(=O)o1
4,-2,-1,-0.7,2,10,-42,5,CN(CC(=O)Nc1cccc2ccccc12)C(=O)c1ccc(F)cc1F
-1,-2,0,1.6,-3,3,-17,-2,CC(NC(=O)[C@@H](C)NC(=O)[C@@H]1Cc2ccccc2CN1C(=O)OC(C)(C)C)c1ccccc1 (some centres undefined)
-6,13,-6,-1.3,1,-2,-13,5,CCCc1cc(C(=O)NCC(C)C)no1
-3,18,-9,-0.6,1,-10,0,3,CCOCCCNC(=O)C1CCCN1S(=O)(=O)c1ccc(Cl)cc1 (centres undefined)
-2,13,12,1.4,-2,2,-5,-7,C=C(C)CN(CC)C(=O)CSc1ccc(S(=O)(=O)N2CCN(Cc3ccccc3)CC2)cn1
-1,-44,20,0.0,-1,55*,2,36,Nc1cccnc1Sc1ccc(Cl)cc1
-5,0,-7,-2.0,2,-13,-2,-3,COC(=O)c1ccc(C)c(NC(=O)CCn2[nH]c(=O)ccc2=O)c1
4,26,-12,-0.3,0,3,-3,-1,CCOc1ccccc1CNC(CC)CO (centres undefined)
-1,-3,-3,0.1,0,11,5,0,Cc1nc2ccccc2c2nc(N)nn12
-6,16,-11,-0.1,-2,5,4,-14,CCO/N=C/c1ccc(OC)c(Oc2nc(OC)cc(OC)n2)c1
0,17,8,-0.2,18*,-5,-1,-4,O=C(Nc1ccc2c(c1)OCO2)c1ccc(Cl)c(S(=O)(=O)N2CCOCC2)c1
5,12,-4,-3.5,2,2,-5,5,CC(On1nnc2ccc(S(=O)(=O)N3CCOCC3)cc21)C(=O)Nc1ccccc1F (centres undefined)
-9,22,-3,0.2,-1,9,7,5,Cc1ccc(-n2nc3c(c2NC(=O)C(C)C)CS(=O)(=O)C3)c(C)c1
-1,-28,6,-0.9,1,-41,-13,-9,COc1ccc(C(C)(C)C)cc1NC(=O)c1[nH]c(C)c(C(C)=O)c1C
-5,-493,-2,0.0,-1,-14,6,7,CCCn1nc2cc(C(=O)NCc3ccc(C)cc3)ccc2c1OC
4,17,45,0.7,-1,10,-5,-4,Cc1ccccc1-n1c(-c2csc(C)c2C)n[nH]c1=S
1,25,-10,0.9,-5,9,-4,-6,COc1cc(NC(=O)CSc2nc(C)c(C)c(C)n2)c(C)cc1[N+](=O)[O-]
0,-370,51,1.0,0,-5,3,-6,CCOc1ccc(NC(=O)c2sc3nc(N4CCOCC4)c4c(c3c2N)CC(C)(C)OC4)cc1

# Reprinted at random: three entries already listed, in no set order.
HKDC1 inh,SENP8 block,PfGluPho inh,MPTP inh,NR3A LBD binder,SENP6 block,ATG4B inh,SENP7 block,compound
-5,-493,-2,0.0,-1,-14,6,7,CCCn1nc2cc(C(=O)NCc3ccc(C)cc3)ccc2c1OC
5,12,-4,-3.5,2,2,-5,5,CC(On1nnc2ccc(S(=O)(=O)N3CCOCC3)cc21)C(=O)Nc1ccccc1F (centres undefined)
0,-370,51,1.0,0,-5,3,-6,CCOc1ccc(NC(=O)c2sc3nc(N4CCOCC4)c4c(c3c2N)CC(C)(C)OC4)cc1

# Printed as active in SENP6 block (from the list above):
HKDC1 inh,SENP8 block,PfGluPho inh,MPTP inh,NR3A LBD binder,SENP6 block,ATG4B inh,SENP7 block,compound
13,15,-8,1.8,17*,52*,16,37,CCCc1nn(C)c(C(=O)Nc2ccc3ccccc3c2)c1Cl
-1,-44,20,0.0,-1,55*,2,36,Nc1cccnc1Sc1ccc(Cl)cc1

# Going on with the list.
HKDC1 inh,SENP8 block,PfGluPho inh,MPTP inh,NR3A LBD binder,SENP6 block,ATG4B inh,SENP7 block,compound
-1,21,-4,3.4,2,-6,18,5,Cn1cnc([N+](=O)[O-])c1NCc1ccccc1
-2,10,7,-1.6,2,0,-11,-7,O=C(CSc1nc(=O)n(CCCN2CCOCC2)c2c1CCCC2)Nc1cccc(F)c1
-6,7,4,-1.0,-2,-2,·,6,CCCN1CCN(CCCNC(=O)c2ccc3nc(N4CCC(C)CC4)sc3c2)CC1
-4,21,10,27,-6,-5,-8,-9,Oc1ccc(Br)cc1Cn1nnc2ccccc21
0,-445,-16,1.9,1,6,1,2,CN(C)c1ccc(C2N(C)C(=O)c3ccccc3N2C)cc1 (centres undefined)
-4,-1,-2,2.1,-1,-9,-5,15,COc1ccc(S(=O)(=O)N2CCN(C(c3ccccc3)c3ccccc3)CC2)cc1NC(C)=O
-5,18,3,1.4,0,4,-1,8,CC(C)CCC(O)(CCC(C)C)C(=O)NNc1ccccc1
-3,-8,-12,1.0,1,-2,0,-4,Cn1cnnc1SCC(=O)c1cccc([N+](=O)[O-])c1
-8,6,-5,0.2,-1,-10,1,-2,COc1ccc(C2=NOC(C(=O)N3CCCCCC3)C2)cc1OC (centres undefined)
3,18,9,1.5,-4,-5,5,0,CCCCC(=O)Nc1cccc(-c2cn3ccsc3n2)c1
-1,5,5,0.7,1,-2,-5,-14,CCOC(=O)c1cnc(SC)nc1Oc1cccc(NC(=O)c2ccc(Cl)cc2)c1
-7,-403,-3,-0.1,-1,-23,-2,5,CCOC(=O)c1nn(-c2ccccc2)c(C#N)c1N
-9,1,-10,0.4,-2,·,6,·,CCOC(=O)N1CCC2CC1c1cc(Cl)ccc12 (centres undefined)
1,8,-2,-0.6,0,-5,-14,-9,N#CCOC(=O)C1CCN(S(=O)(=O)c2ccc3c(c2)OCCO3)CC1
9,3,-5,97*,11*,·,40,·,CN(C)S(=O)(=O)c1cccc(-c2nn(-c3ccccc3)cc2/C=C2\SC(=S)NC2=O)c1
-5,28,-17,1.4,-1,-2,-8,4,Cc1ccc(NC(=O)/C(C#N)=C/c2cc(C)n(-c3ccc(N4CCOCC4)c([N+](=O)[O-])c3)c2C)c(C)c1
5,18,7,0.0,1,-6,-2,10,COc1ccc(CNS(=O)(=O)CCNC(=O)c2ccc(OC)cc2)cc1
-2,12,0,-0.8,-2,25,-8,9,O=C(/C=C/c1ccco1)OCn1nnc2ccccc2c1=O
1,6,23,-2.4,3,-4,-12,-9,COc1ccccc1CNC(=O)COC(=O)Cc1c[nH]c2ccccc12
-10,-2,-10,0.2,-4,8,5,9,Cc1ccc(C(=O)C(O)C(c2ccc(C)cc2)N2CCCCC2)cc1 (centres undefined)
-1,7,-9,-0.9,2,-8,-6,10,Cc1ccc(C)c(S(=O)(=O)NC2CCSC2=O)c1 (centres undefined)
